Wnt bcat act – Wnt/beta-catenin pathway activators, primary screen, cell-based, plate reader, single point; Wnt/beta-catenin reporter cell assay, activator; activation, % at 9.35 µM; 1.2% of 300,000 active; AID 743398, 2014; in the data active means activation above about 30%, passing the limit was not always enough;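 further: 0% = neutral control wells and 100% = positive control wells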
Tat transport – E. coli Tat export inhibitors, primary screen, MC4100, TorA-mCherry reporter, fluorescence, single point | inhibition, % at 10 µM | 0.036% of 340,000 active | AID 488895, 2010;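 active means mean replicate inhibition at least 50% and at least half of replicates individually reaching 50%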;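 further: exported cargo escapes ClpAP degradation while cytoplasmic cargo is degraded and loses fluorescence; 0% = median of neutral control wells and 100% = median of NaSCN control wells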
CDK5 p35 inh – inhibitors of human CDK5/p35 kinase, primary screen, biochemical, single concentration. Recombinant CDK5/p35, ADP-Glo luminescence, 60 min. inhibition, % at 10 µM. 0.01% of 330,000 active. AID 488839, 2010. Cyclin-dependent kinase 5 (Homo sapiens) + Cyclin-dependent kinase 5 activator 1 (Homo …;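 active means highest replicate inhibition of at least 50% and at least 75% of replicates reaching 50%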;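 further: plate controls were DMSO neutral control for no effect and GW8510 at 10 µM for full effect; many of its hits are not listed in these tables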
V-ATPase pHluor – regulators of yeast V-ATPase proton pumping, primary screen, pHLuorin cytosolic pH fluorescence | S. cerevisiae | response, % at 10 µM | 0.37% of 350,000 active | AID 504577, 2011; in the data active means response mostly above about 7.3%, no sharp cut-off; inactive means mostly below about 5.4%; further: actives read high; inactives centre near 0; some compounds called inactive have numbers as strong as hits
CAL PDZ FP-1 – CAL PDZ peptide-binding inhibitors, primary screen, biochemical, fluorescence polarization, Cer-tagged CAL PDZ, HTS | Golgi-associated PDZ and coiled-coil motif-containing protein (Homo sapiens), Q9HD26 | purified CAL PDZ, TMR-peptide fluorescence polarization, 1 h | inhibition, % at 20 µM | 0.02% of 330,000 active | AID 504414, 2011;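 active means highest replicate inhibition of at least 40%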;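 further: plate controls were DMSO neutral control wells for no effect and unlabeled competitor peptide control wells for full effect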
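Control set: unlabelled peptide and DMSO controls / Material: purified CerCALP PDZ construct / Timing: 1 h incubation at room temperature before polarization reading / Doses: 20 µM, one dose / Detection: fluorescence polarization (mP)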
dFosB activator – activators of delta FosB homodimer, primary screen, biochemical, fluorescence polarization, TAMRA-CDK5 oligo, single point; activation, % at 25 µM; purified delta FosB; percent of positive-control signal above neutral wells; 0.99% of 340,000 active; Protein FosB (Mus musculus), P13346;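 active means mean activation above about 17%, with every replicate also reaching it, limit read from the data, passing the limit was not always enough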;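 further: fluorescence polarization rise as delta FosB binds a TAMRA Cdk5 AP-1 oligo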
Target sequence (P13346 whole entry, looked up): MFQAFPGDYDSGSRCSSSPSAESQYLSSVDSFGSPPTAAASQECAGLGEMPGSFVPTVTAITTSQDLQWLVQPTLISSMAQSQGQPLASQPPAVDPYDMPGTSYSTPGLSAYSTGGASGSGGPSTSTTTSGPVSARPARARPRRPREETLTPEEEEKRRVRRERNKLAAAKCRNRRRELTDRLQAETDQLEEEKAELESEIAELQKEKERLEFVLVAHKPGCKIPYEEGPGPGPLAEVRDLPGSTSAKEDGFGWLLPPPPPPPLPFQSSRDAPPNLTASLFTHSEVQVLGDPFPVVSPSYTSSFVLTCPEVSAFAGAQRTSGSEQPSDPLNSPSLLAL
Rtt109 Vps75 – inhibitors of C. albicans Rtt109/Vps75 HAT, primary screen, biochemical, ThioGlo CoA-SH fluorescence, plate reader. Histone acetyltransferase RTT109 (Candida albicans (strain SC5314 / ATCC MYA-2876)), …. purified Rtt109/Vps75, 4 h. inhibition, % at 34.9 µM. 0.16% of 330,000 active. AID 540336, 2011;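 active means inhibition of at least 50% in every replicate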
Target sequence (Q5AAJ8 whole entry, looked up): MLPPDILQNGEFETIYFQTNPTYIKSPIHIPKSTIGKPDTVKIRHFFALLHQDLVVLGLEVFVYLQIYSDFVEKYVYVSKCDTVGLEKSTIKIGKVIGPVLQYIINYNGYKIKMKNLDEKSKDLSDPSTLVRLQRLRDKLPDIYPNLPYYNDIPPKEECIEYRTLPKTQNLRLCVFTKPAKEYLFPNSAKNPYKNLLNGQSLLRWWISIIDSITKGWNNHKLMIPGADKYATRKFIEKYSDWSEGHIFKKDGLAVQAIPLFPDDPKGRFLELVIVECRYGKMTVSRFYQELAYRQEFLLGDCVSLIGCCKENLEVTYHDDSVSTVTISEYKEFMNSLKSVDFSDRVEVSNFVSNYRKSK
cardiac RTF act – cardiac RTF calcium sensitivity activators, primary screen, biochemical, IANBD-TnC fluorescence, EC20 calcium | Troponin I, cardiac muscle (Homo sapiens) + Troponin T, cardiac muscle (Homo sapiens) + … | IANBD-labeled TnC RTF fluorescence at EC20 calcium; 0% EC20 calcium, 100% full calcium | activation, % at 7.2 µM | 0.24% of 340,000 active | AID 493008, 2010;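 active means activation above the mean over all tested compounds plus 3 SD, cut at about 30% in these data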;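 further: rise in fluorescence read as greater calcium sensitivity of cardiac thin filaments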
MITF TRPM1 HTS – activators of MITF-driven TRPM1 promoter reporter, primary screen, cell-based, SK-MEL-5, luciferase, single point. SK-MEL-5 TRPM1-promoter luciferase, 24 h; % of positive control, neutral wells = 0. activation, % at 12.5 µM. 0.75% of 300,000 active;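 active means mean activation of at least 80% with every replicate also reaching 80%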;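 further: 0% = neutral control wells and 100% = parthenolide positive control wells; values of inactives mirror those of a sister screen read the other way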
CAL PDZ FP-2 – untagged CAL PDZ binding inhibitors, primary screen, biochemical, fluorescence polarization, HTS | 0.92% of 300,000 active | Golgi-associated PDZ and coiled-coil motif-containing protein (Homo sapiens), Q9HD26 | inhibition, % at 24.9 µM | AID 602252, 2012 | purified CAL PDZ, TMR-peptide fluorescence polarization, 1 h;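 active means mean inhibition of at least 30% with at least half of replicates also reaching 30%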;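 further: 0% = DMSO neutral control and 100% = excess unlabeled competitor peptide PRC23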
An asterisk follows results filed as active; . = not tested or not shown.

SMILES	Wnt bcat act	Tat transport	CDK5 p35 inh	V-ATPase pHluor	CAL PDZ FP-1	dFosB activator	Rtt109 Vps75	cardiac RTF act	MITF TRPM1 HTS	CAL PDZ FP-2
O=C(CSc1ncn[nH]1)Nc1ccccc1Sc1ccc(Cl)cc1	.	-2	1.3	-5	-0.1	6	-2	-5	-8	-1
COc1ccccc1-n1cc(C(=O)NCC(=O)N2CCN(c3ccccn3)CC2)c2ccccc2c1=O	7	-1	1.4	0	-1.4	-11	5	-1	28	-7
CC(=O)Nc1ccc(S(=O)(=O)NCc2ccc(C)cc2)cc1	.	-2	0.7	-4	-2.0	-4	4	-3	9	-1
N#Cc1ccccc1OCC(=O)NNC(=O)CCC1CCCC1	0	10	-2.2	8	-0.2	-4	0	-2	-11	3
Cc1nn(Cc2cccc(F)c2)c(C)c1NC(=O)c1ccc(COc2ccccc2Cl)cc1	4	8	-0.3	-1	-2.9	-13	0	-2	0	.
O=C(NC1CCCC1)c1cc(-c2ccc(Cl)cc2Cl)on1	28	1	2.8	-1	-1.9	0	8	-5	97*	-2
Cc1ccc(C)c(OCCC(=O)OCc2csc(CC(=O)Nc3ccccc3C)n2)c1	-1	1	-0.5	6	-2.8	-10	-3	-4	4	-1
O=C(O)c1cc(S(=O)(=O)Nc2ccc3cn[nH]c3c2)ccc1O	5	4	-0.9	4	0.0	-7	-1	-1	-27	-3
CC1=CC(C)(C)N(C(=O)CSc2nnc(N)s2)c2cc(C)c(C)cc21	-3	4	-2.6	3	-1.6	-8	7	1	13	-3
Cc1nc2c(C#N)cnn2c2c1CCN(Cc1ccccc1)N2C	1	0	1.0	-4	-1.5	1	1	16	-5	9
Cc1ccc(NC(=O)COC(=O)C2CCN(c3ccc(C(F)(F)F)cn3)CC2)cc1	4	20	-2.8	8	-0.8	-25	-8	0	12	0
C[C@]12CC[C@H](O)CC1=C[C@H](O)C1C2CC[C@@]2(C)C1CC[C@@]2(O)C#Cc1ccc(CN)cc1 (some centres not stated)	2	-2	-0.6	-8	-0.6	24*	7	2	9	0
COCCCNC(=O)COC(=O)c1ccc(-c2nc3ccccc3s2)s1	7	-16	2.2	2	-1.1	-13	4	0	0	.
O=C(Nc1ccc(S(=O)(=O)N2CCCC2)cc1Cl)C1=COCCO1	.	5	-1.5	0	-2.7	-4	-7	-1	1	-2
Cc1ccc(O)c(NC(=O)c2ccc3c(c2)C(=O)N(CC(C)C)C3=O)c1	20	-1	-1.5	0	0.1	-6	-2	-4	.	-7
O=C(NC(=S)N1CCc2ccccc21)c1ccccc1	5	-8	1.8	-2	0.0	9	-7	-7	-4	-2
Cc1ccccc1C(=O)Nc1ccc2c(c1)OCO2	.	-5	1.5	-2	-0.3	3	0	0	31	-3
O=C(CSc1ncn[nH]1)Nc1ccc(Br)cc1Br	-5	9	-0.4	2	-2.7	-9	13	1	27	.
CNc1c(-n2cc(C(=O)OC)c(C(=O)OC)c2C(=O)OC)c(=O)n(C)c(=O)n1C	1	-9	0.9	-1	0.0	1	5	-6	.	-1
OCC[C@H]1C[C@H](O)[C@@H](O)[C@@]2(CCc3ccccc3CO2)O1	-5	-8	-0.7	1	-0.4	1	2	6	-4	2
NNC(=O)COc1ccc(C2SCCS2)cc1	-1	-13	1.5	2	-1.3	-9	10	6	-1	-5
Cc1ccc(C(=O)OCC(=O)NC(C)C2CC3CCC2C3)cc1N (configuration not stated)	-2	2	0.4	1	-1.0	-2	2	0	-2	-1
Cc1ccc(C(=O)N2CCN(S(=O)(=O)c3ccc(C)c([N+](=O)[O-])c3)C2)cc1	0	-5	-1.8	2	-0.8	-1	3	0	0	1
COc1ccc(C2=NN(C(=O)c3cccs3)C(c3ccc(OC)cc3)C2)cc1 (configuration not stated)	-1	4	1.3	-3	-1.1	3	-6	5	2	-7
Cc1cc2cc(CN(CCCN3CCOCC3)C(=O)NC3CCCCC3)c(=O)[nH]c2cc1C	.	14	-2.4	-4	-1.5	0	-6	1	-15	.

A stretch from the list above:
SMILES	Wnt bcat act	Tat transport	CDK5 p35 inh	V-ATPase pHluor	CAL PDZ FP-1	dFosB activator	Rtt109 Vps75	cardiac RTF act	MITF TRPM1 HTS	CAL PDZ FP-2
O=C(NC1CCCC1)c1cc(-c2ccc(Cl)cc2Cl)on1	28	1	2.8	-1	-1.9	0	8	-5	97*	-2
Cc1ccc(C)c(OCCC(=O)OCc2csc(CC(=O)Nc3ccccc3C)n2)c1	-1	1	-0.5	6	-2.8	-10	-3	-4	4	-1
O=C(O)c1cc(S(=O)(=O)Nc2ccc3cn[nH]c3c2)ccc1O	5	4	-0.9	4	0.0	-7	-1	-1	-27	-3
CC1=CC(C)(C)N(C(=O)CSc2nnc(N)s2)c2cc(C)c(C)cc21	-3	4	-2.6	3	-1.6	-8	7	1	13	-3
Cc1nc2c(C#N)cnn2c2c1CCN(Cc1ccccc1)N2C	1	0	1.0	-4	-1.5	1	1	16	-5	9
Cc1ccc(NC(=O)COC(=O)C2CCN(c3ccc(C(F)(F)F)cn3)CC2)cc1	4	20	-2.8	8	-0.8	-25	-8	0	12	0
C[C@]12CC[C@H](O)CC1=C[C@H](O)C1C2CC[C@@]2(C)C1CC[C@@]2(O)C#Cc1ccc(CN)cc1 (some centres not stated)	2	-2	-0.6	-8	-0.6	24*	7	2	9	0
COCCCNC(=O)COC(=O)c1ccc(-c2nc3ccccc3s2)s1	7	-16	2.2	2	-1.1	-13	4	0	0	.
O=C(Nc1ccc(S(=O)(=O)N2CCCC2)cc1Cl)C1=COCCO1	.	5	-1.5	0	-2.7	-4	-7	-1	1	-2

Returning to the listing with the 2 entries that preceded the break.
SMILES	Wnt bcat act	Tat transport	CDK5 p35 inh	V-ATPase pHluor	CAL PDZ FP-1	dFosB activator	Rtt109 Vps75	cardiac RTF act	MITF TRPM1 HTS	CAL PDZ FP-2
COc1ccc(C2=NN(C(=O)c3cccs3)C(c3ccc(OC)cc3)C2)cc1 (configuration not stated)	-1	4	1.3	-3	-1.1	3	-6	5	2	-7
Cc1cc2cc(CN(CCCN3CCOCC3)C(=O)NC3CCCCC3)c(=O)[nH]c2cc1C	.	14	-2.4	-4	-1.5	0	-6	1	-15	.
CCC1CCCCN1CCCNC(=O)CC1Oc2ccccc2NC1=O (configuration not stated)	-4	-6	0.1	-3	0.1	-4	0	1	-2	3
COCCCNCC(O)C(F)(F)F (configuration not stated)	-2	8	1.8	0	-2.6	0	-2	2	-15	-2
Cc1ccc(C2CCN(C(=S)NC(C)C)C2)cc1 (configuration not stated)	4	-4	0.6	3	0.0	-7	6	1	40	7
CCC(=O)Nc1cc(=O)[nH]c2ncnn12	-1	3	1.3	0	0.2	0	25	-2	2	-3
C=CC(=O)N1CCCC(Nc2nc(Nc3ccc(N(C)C(=O)CC)cc3C)nc3nc[nH]c23)C1 (configuration not stated)	-1	14	-1.5	0	1.3	-4	8	3	-7	-1
O=C(CCNS(=O)(=O)c1c(Cl)cccc1Cl)N1CCCC1	0	-3	-0.3	2	-1.3	-3	12	-2	-2	-7
CCn1c(CNc2nc(-c3ccccc3)cs2)nnc1SCC(=O)NCc1ccccc1	-1	0	-0.4	4	0.3	-7	22	3	0	-4
Cc1cccc(Cn2c(N3CCCCC3C)nc3c2c(=O)[nH]c(=O)n3C)c1 (configuration not stated)	-4	4	-0.6	3	-2.5	-7	5	1	13	.
Cc1nc(C)c(-c2csc(NCc3ccco3)n2)s1	11	1	1.7	-1	-1.4	-2	-4	-3	68	-3
Cn1nnnc1Sc1ncnc2scc(-c3ccc([N+](=O)[O-])cc3)c12	-20	2	-0.4	-3	-0.5	2	0	0	-97	-1
COc1cccc(CSc2nnc(-c3ccncc3)n2N)c1	-4	-9	0.1	-6	-0.8	6	-7	0	.	-27
Cc1oc(S(=O)(=O)N2CCOCC2)cc1C(=O)Nc1ccc(Cl)cc1	-4	6	-3.9	-1	-0.7	7	-1	3	-14	-1
Cc1ccc(SCC(=O)NCCc2ccc(F)cc2)cc1	0	4	-1.2	1	-0.5	4	-2	-4	.	-12
CN(C(=O)c1cc2ccccc2cc1O)C1CCCCC1	10	4	0.9	-2	-2.9	-9	3	1	-2	-1
CCc1ccc(OC(C)C(=O)Nc2ccc(S(=O)(=O)Nc3cc(C)on3)cc2)cc1 (configuration not stated)	-1	-1	-0.6	12	-0.6	-4	-3	0	.	-5
Cc1sc(-c2ccncc2)nc1OC(=O)c1cc(Cl)cc(Cl)c1	.	-4	0.9	-1	0.4	-1	-8	5	-7	-3
COc1ccc(OCCSc2nc(C)c(Cc3ccccc3)c(=O)[nH]2)cc1	-1	8	-4.5	-1	0.7	-5	16	1	.	.
NC(=O)C1CCN(C(=O)CN(c2cccc(C(F)(F)F)c2)S(=O)(=O)c2ccccc2)CC1	.	-13	0.9	-4	-0.2	-3	5	-1	1	-3
COc1ccnc(Oc2ccc(F)cc2)c1C(=O)N/C=N/OCc1ccc(Cl)cc1Cl	1	10	-0.2	-2	-2.5	-26	-22	-17	-10	-1
OCC1(CCc2ccccc2)CCCN(CCCc2ccccc2)C1 (configuration not stated)	-3	3	-0.1	5	.	1	-6	-6	4	1
Cc1cc(C)nc(SCc2nnc(SCC(=O)Nc3c(C)cccc3C)o2)n1	-1	-7	-1.3	3	-1.0	5	8	-4	4	-3
O=C(NCCCN1CCOCC1)c1ccc(NC(=O)C2COc3ccccc3O2)cc1 (configuration not stated)	-1	-12	-0.2	3	-1.0	-6	4	-2	-12	5
COC(=O)c1cc(NC(=O)c2ccccc2)c(=O)oc1C	-2	0	-2.6	-14	.	-2	-2	1	2	-3
Cc1cccc(C)c1NC(=O)Cn1nc(-c2ccccc2)nc1-c1ccccc1	.	-6	-1.1	-2	-2.2	45*	.	-5	.	2
O=C(CCC(NC(=O)OCc1ccccc1)C(=O)O)OCc1ccccc1 (configuration not stated)	-1	8	-1.0	-1	-0.5	-2	4	-4	0	-2
CC1(C)CC(NS(=O)(=O)c2ccc(Cl)cc2)CC(C)(C)N1	0	-1	0.5	-1	-1.1	1	-1	-6	.	2
O=C(NC(=S)N1CCN(C/C=C/c2ccccc2)CC1)c1ccc(F)cc1	1	-1	1.1	5	-1.3	-10	4	-1	.	-1
CC(C)(C)c1ccc(OCC(=O)N(c2ccccn2)C2CCCCC2)cc1	-1	1	0.3	7	1.1	-4	-7	2	8	-4

Screening results as filed in PubChem.
